A549 tox: A549 cytotoxicity, counter-screen for Nrf2 inhibitors | A549 ARE-Fluc cells, CellTiter-Fluor viability, 18-24 h | Potency, µM (top dose mostly 46 µM), for the others: at the highest dose activity change, negative = cytotoxicity, usual class: inhibitors | 390,000 tested, 0.16% active; further: potency means the concentration at half of the fitted maximal effect; on the % scale 0 is the no-effect control and ±100 the full control effect
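A549 ARE_Fluc cells in 5% FBS OPTI-MEM were exposed to compounds in concentration-response for 18-24 h at 37 deg C. Viability was read by CellTiter-Fluor fluorescence (Ex 405/Em 525) after 30 min, before the luciferase read.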
HepG2 viability: HepG2 cytotoxicity, counter-screen for TGF-b inhibitors | HepG2 CAGA-GFP viability, ATP luminescence, 18 h | Potency, µM (series often up to 46.1 µM), without a hit: at the highest dose activity change, negative = cytotoxicity, usual class: cytotoxic | 410,000 tested, 0.76% active; further: potency means the concentration at half of the fitted maximal effect; some results filed as inactive show a strong effect at the top dose
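HepG2 CAGA-GFP cells (1000/well, DMEM with 1% FBS) received compound, then TGF-beta at 500 pg/mL final, and were incubated 18 hours at 37 degrees C. Viability was read by CellTiter-Glo luminescence. Media-only wells were set as complete cell-killing and DMSO as no toxicity.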
EPAC2 ag: EPAC2 (human) agonism; 360,000 tested, 0.079% active; EPAC2 activation, biochemical qHTS; response scale: 100% = 6.5 mM cAMP response; Potency, µM (series often up to 154 µM), inactives show at the top dose activation, most hits filed as activators; AID 720711; further: potency means the concentration at half of the fitted maximal effect; nearly all actives have a fitted effect of over 50% in size
Target sequence (Q8WZA2 whole entry, looked up): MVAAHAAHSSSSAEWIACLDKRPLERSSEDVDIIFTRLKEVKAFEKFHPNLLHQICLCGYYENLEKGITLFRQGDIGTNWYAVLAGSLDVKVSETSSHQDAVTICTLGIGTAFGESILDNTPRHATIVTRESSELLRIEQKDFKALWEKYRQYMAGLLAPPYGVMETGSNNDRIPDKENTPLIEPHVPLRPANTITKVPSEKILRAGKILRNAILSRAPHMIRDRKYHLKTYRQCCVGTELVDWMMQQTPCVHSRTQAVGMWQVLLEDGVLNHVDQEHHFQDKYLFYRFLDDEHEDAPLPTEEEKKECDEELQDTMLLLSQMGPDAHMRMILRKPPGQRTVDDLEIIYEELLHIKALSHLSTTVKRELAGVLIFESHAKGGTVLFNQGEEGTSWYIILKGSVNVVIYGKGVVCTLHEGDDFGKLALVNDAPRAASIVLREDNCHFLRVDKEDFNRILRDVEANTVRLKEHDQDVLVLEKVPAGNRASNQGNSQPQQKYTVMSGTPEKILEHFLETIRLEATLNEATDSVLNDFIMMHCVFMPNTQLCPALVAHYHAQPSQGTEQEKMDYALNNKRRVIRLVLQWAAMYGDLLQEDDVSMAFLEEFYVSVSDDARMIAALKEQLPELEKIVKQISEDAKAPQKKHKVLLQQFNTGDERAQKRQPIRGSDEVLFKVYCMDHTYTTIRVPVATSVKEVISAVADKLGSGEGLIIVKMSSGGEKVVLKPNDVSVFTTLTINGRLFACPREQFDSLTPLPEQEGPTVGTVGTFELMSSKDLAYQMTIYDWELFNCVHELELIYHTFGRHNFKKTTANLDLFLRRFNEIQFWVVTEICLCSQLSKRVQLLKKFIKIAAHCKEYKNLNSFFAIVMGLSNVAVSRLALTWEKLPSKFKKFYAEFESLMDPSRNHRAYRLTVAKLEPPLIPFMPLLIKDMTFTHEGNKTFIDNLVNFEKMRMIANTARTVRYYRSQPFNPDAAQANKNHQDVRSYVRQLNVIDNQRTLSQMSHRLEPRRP
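Fluorescence exchange assay: 100 nM EPAC2 with 250 nM RAP1B-BODIPY-GDP and 50 uM GDP; compounds tested as a concentration-titration series (qHTS). Loss of Rap1-bound BODIPY-GDP fluorescence read at 480/540 nm; data normalized to 6.5 mM cAMP.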
Nrf2 activator: Nrf2 pathway activation. AREc32 ARE-luciferase reporter (MCF7-derived line), luminescence, 24 h. Potency, µM (titrated, usually from 46.1 µM), for inactives: at the top dose activation, hits mostly activators. 410,000 tested, 0.31% active. AID 624171; further: potency means the concentration at half of the fitted maximal effect; % of control where 0% means no effect; nearly all actives have a fitted effect of over 65% in size
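For detection, Steady-Glo was added and plates sat 30 min at RT; before that, AREc32_Fluc cells grown overnight in OPTI-MEM/5% FBS had been treated with 23 nL compound for 24 hr at 37 deg C.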
Nrf2 block: blocks Nrf2 signaling; A549 ARE-Fluc reporter, luciferase luminescence, 18-24 h; Potency, µM (titrated, usually from 46 µM), without a hit: at the top dose activity change, negative = inhibition, hits mostly inhibitors; 360,000 tested, 2.1% active; AID 504444; further: potency means the concentration at half of the fitted maximal effect; on the % scale 0 is the no-effect control and ±100 the full control effect; nearly all actives have a fitted effect of over 60% in size
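A549 ARE_Fluc cells, 5000/well, 5% FBS OPTI-MEM; compounds in dose-response, 18-24 h at 37 °C/5% CO2; CellTiter-Fluor viability read (Ex 405/Em 525), then BugLite luciferase luminescence = Nrf2 activity.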
IL2 activator: activates IL-2 in a cell-based reporter assay | IL-2 activation reporter assay, cell-based qHTS; stimulated with anti-CD3/CD4/CD28 beads; in transgenic mouse T cells | activation, % (series mostly up to about 46 µM) | 360,000 tested, 0.065% active | AID 652025; in the data active means activation above about 50%; inconclusive means mostly about 30% to 49%; further: 0% is about no effect
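Unstimulated transgenic mouse T cells, 750 per well, received compound and, after 60 minutes, anti-CD3/anti-CD4 bead plus anti-CD28 stimulation. EGFP and DsRed were quantified after 18 hours.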
ATXN2 expr inh: ATXN2 expression inhibition; Potency, µM (highest dose often 57 µM), without a hit: top-dose activity change, negative = inhibition, hits mostly inhibitors; HEK-293 ATXN2-luciferase reporter, luminescence, 24 h; 360,000 tested, 0.72% active; further: potency means the concentration at half of the fitted maximal effect; on the % scale 0 is the no-effect control and ±100 the full control effect; nearly all actives have a fitted effect of over 55% in size
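ATXN2-luciferase reporter cells (luciferase flanked by upstream and downstream ATXN2 gene portions) were treated 24 h at 37 °C with compounds at up to 57 uM. SteadyGlo luminescence gave expression; GF-AFC fluorescence gave viability.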
S2 tox: viability counter-screen for ATXN expression inhibitors; S2 cells (HEK-293 line with an ATXN2-luciferase reporter) viability, CellTiter-Fluor protease fluorescence, 24 h; Potency, µM (titrated, usually from 56.7 µM), hits mostly cytotoxic; 400,000 tested, 0.49% active; AID 651635; further: potency means the concentration at half of the fitted maximal effect; nearly all actives have a fitted effect of over 40% in size
TGFb SMAD3 inh: blocks TGF-b signaling | HepG2 CAGA-GFP TGF-b/SMAD3 reporter, GFP fluorescence, 18 h; TGF-beta stimulated, 500 pg/mL final | Potency, µM (doses to about 46.1 µM), for inactives: top-dose activity, negative = inhibition, most hits filed as inhibitors | 410,000 tested, 1.2% active | AID 588855; further: potency means the concentration at half of the fitted maximal effect; on the % scale 0 is the no-effect control and ±100 the full control effect; nearly all actives have a fitted effect of over 65% in size
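TGF-beta reporter screen: HEPG2 CAGA-GFP, 1% FBS, 500 pg/mL TGF-beta final, 18 h; per-cell GFP summed per well; curves fitted and categorized by class.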
* = called active by the depositor; i = inactive; ? = inconclusive; · = no result given; [ ] = another dose, or the depositor's remark. Unless noted, the call rests on the fitted dose curve; in most records, active means well fitted curve in the direction sought with a large enough effect; inconclusive means small, poorly fitted or top-dose-only effect, or another doubt; inactive means no such curve, though single readings can be large; an effect the other way counts as inactive or inconclusive.

SMILES	A549 tox	HepG2 viability	EPAC2 ag	Nrf2 activator	Nrf2 block	IL2 activator	ATXN2 expr inh	S2 tox	TGFb SMAD3 inh
Cc1ccc(C2=NOC(=O)/C2=C\C=C\c2ccccc2)cc1	?	9%	-5%	9.0%	?	0.0	?	?	?
COc1ccc(C(=O)OCC(=O)Nc2ccc(F)c(F)c2)cc1OC	-2%	31%	-14%	-0.1%	-5%	3.5	2%	i	-5%
CCn1c(SCC(=O)Nc2ccc(C)c(C)c2)nnc1-c1nonc1NC(C)=O	3%	-4%	·	0.0%	14%	·	-3%	i	-16%
COc1ccc(C(C)C)cc1S(=O)(=O)N1CC(C)OC(C)C1 (stereo not given)	-7%	3%	5%	-0.5%	0%	1.0	-14%	i	41%[activator]
COc1ccc(CC(=O)NCCc2cnc[nH]2)cc1	1%	-24%	10%	0.1%	2%	-1.4	3%	i	-6%
CCCCn1c(N)c(N(CCOC)C(=O)CCN2C(=O)C3CC=CCC3C2=O)c(=O)[nH]c1=O (stereo not given)	3%	-2%	5%	-0.1%	-6%	-0.5	12%	i	0%
CC(C)[C@H](NC(=O)c1ccccc1)C(=O)NC1=NCCS1	-3%	-7%	-1%	-0.4%	0%	-1.6	-5%	?	1%
COc1ccc(NC(=O)CCNC(=O)N2CC(=O)Nc3ccccc32)c(OC)c1	5%	2%	6%	-0.5%	?	0.3	9%	i	?
OC(CNC1CCCCCC1)COc1cccc2ccccc12 (stereo not given)	-4%	-97%	3%	0.3%	7%	-3.7	?	?	?
Cn1c(C(=O)O)c(CC(=O)N2CCC(Cc3ccccc3)CC2)c2ccccc21	1%	12%	4%	2.1%	0%	-1.3	1%	?	0%
COc1cc(/C=C2\SC(=S)N(NC(=O)c3ccncc3)C2=O)ccc1O	21µM*	0%	-5%	0.3%	?	-4.9	5%	?	22%
O=C(CCl)N1CCN(S(=O)(=O)Cc2ccccc2)CC1	0%	-97%	1%	-1.3%	-10%	-0.4	?	?	?
C[C@@H]1CN([C@H](C)CO)C(=O)CCCn2nncc2CO[C@H]1CN(C)C(=O)c1ccccc1	·	1%	4%	-0.3%	·	-2.7	4%	i	1%
Cn1c(SCCC(=O)O)nnc1-c1ccncc1	-2%	2%	7%	-0.1%	15%	0.6	1%	i	1%
O=S1(=O)N[C@@H](Cc2ccccc2)COc2cccc(N3CCSCC3)c21	·	·	7%	0.6%	·	1.9	-13%	?	·
CC(C)c1ccc(S(=O)(=O)c2nnn3c2nc(N2CCCC2)c2sccc23)cc1	-3%	14%	·	0.4%	26%	·	·	·	13%
C=CCn1c(Cc2cccs2)nnc1SCC(=O)NC1CC1	-4%	-2%	10%	-0.6%	2%	-0.3	8%	i	1%
Cc1cc(C)cc(Nc2nc3c([nH]2)c(=O)n(C)c(=O)n3C)c1	9%	-11%	-9%	0.8%	-22%	0.3	·	i	-3%
CC1CCCCC12NC(=O)N(Cn1nnc3ccccc3c1=O)C2=O (stereo not given)	5%	3%	-3%	-0.6%	·	-0.2	9%	i	-26%
COc1ccccc1N(CC(=O)NC1CCCCC1)C(=O)CNC(=O)c1cccs1	0%	-2%	4%	0.2%	-1%	0.2	0%	i	-2%
CN(C(=O)c1ccncc1)C1CC(C)(C)N(O)C(C)(C)C1	8%	-16%	9%	-0.2%	·	-0.4	-18%	i	-18%
CC(C)c1nc(SCC(=O)NC2CCCC2)c2c(=O)n(C)c(=O)n(C)c2n1	3%	14%	1%	-0.7%	-8%	-0.6	2%	i	0%
O=S(=O)(c1ccc(Br)cc1)N1CCOC12CCCCC2	0%	5%	21%	-0.9%	2%	-0.7	-34%	?	6%
CSCC[C@H](NC(=O)COc1ccc(Cl)cc1Cl)c1nc2ccccc2[nH]1	-10%	-37%	-12%	3.0%	-17%	-0.5	-14%	i	?
CC1CC(C)(C)C2=NCCN21 (stereo not given)	·	-1%	10%	-1.3%	·	0.2	·	i	6%

Of the compounds above, two contain a COOH group:
SMILES	A549 tox	HepG2 viability	EPAC2 ag	Nrf2 activator	Nrf2 block	IL2 activator	ATXN2 expr inh	S2 tox	TGFb SMAD3 inh
Cn1c(C(=O)O)c(CC(=O)N2CCC(Cc3ccccc3)CC2)c2ccccc21	1%	12%	4%	2.1%	0%	-1.3	1%	?	0%
Cn1c(SCCC(=O)O)nnc1-c1ccncc1	-2%	2%	7%	-0.1%	15%	0.6	1%	i	1%

The main list resumes; the 3 compounds before the break are reprinted first.
SMILES	A549 tox	HepG2 viability	EPAC2 ag	Nrf2 activator	Nrf2 block	IL2 activator	ATXN2 expr inh	S2 tox	TGFb SMAD3 inh
O=S(=O)(c1ccc(Br)cc1)N1CCOC12CCCCC2	0%	5%	21%	-0.9%	2%	-0.7	-34%	?	6%
CSCC[C@H](NC(=O)COc1ccc(Cl)cc1Cl)c1nc2ccccc2[nH]1	-10%	-37%	-12%	3.0%	-17%	-0.5	-14%	i	?
CC1CC(C)(C)C2=NCCN21 (stereo not given)	·	-1%	10%	-1.3%	·	0.2	·	i	6%
O=C(CCN1CCN(Cc2ccccc2)CC1)Nc1cccc(Br)c1	-14%	-21%	17%	2.7%	-2%	-5.6	-11%	i	0%
COc1ccc(C2C3=C(CC(C)(C)CC3=O)Nc3c2c(=O)[nH]c(=O)n3Cc2ccccc2)cc1OC (stereo not given)	-3%	-1%	-3%	-0.5%	4%	1.7	-2%	·	7%
O=C(COC(=O)c1cc(S(=O)(=O)N2CCOCC2)c(Cl)cc1Cl)Nc1ncc(C(F)(F)F)cc1Cl	-7%	2%	-1%	-0.1%	?	4.1	15%	?	0%
COc1ccc(OC)c(/C=C(\C#N)c2nc(-c3ccc(F)cc3)cs2)c1	?	-16%	·	?	·	·	·	·	85%[activator]
O=C(COC(=O)CCN1C(=O)/C(=C\C=C\c2ccccc2)SC1=S)Nc1ccc(Br)cc1	-28%	-20%	11%	-0.7%	?	1.1	?	?	-1%
COc1ccc(S(=O)(=O)N(C)c2ccc(C(=O)N3CCN(C)CC3)cc2)cc1	1%	7%	-4%	0.3%	-10%	1.7	3%	i	9%
COc1ccccc1NC(=O)c1cc2c(=O)oc3ccc(C)cc3c2s1	-3%	4%	·	0.2%	1%	·	·	·	-1%
Cn1c(=O)c2c(nc(-n3ccnc3)n2Cc2ccc(Cl)cc2Cl)n(C)c1=O	-6%	-1%	1%	-0.3%	?	-0.9	-5%	i	-23%
CC(CCC(=O)O)C1CCC2C3C(O)CC4CC(O)CCC4(C)C3CC(O)C12C (stereo not given)	-2%	-16%	-1%	-1.3%	2%	0.2	5%	i	5%
CCOc1ccc(NC(=O)c2ccc(Cl)c(NC(=O)c3ccco3)c2)cc1	-7%	18%	-1%	0.1%	5%	-0.7	-11%	i	-13%
COc1ccc(CC(=O)NNC(=O)c2ccccn2)cc1	4%	-10%	5%	-0.1%	-16%	-2.3	-9%	i	-9%
COc1cc(SC)ccc1C(=O)OCc1nc2ccsc2c(=O)[nH]1	0%	6%	4%	-0.3%	-7%	-3.8	17%	i	3%
CCCCCCOc1ccc(OCC(O)CN2C(=O)NC(C)(C)C2=O)cc1 (stereo not given)	3%	0%	-4%	3.0%	?	0.1	48%[activator]	i	-1%
Cc1ccc(OCCNC(=O)c2cc(C3CC3)nc3c2cnn3C(C)C)cc1	0%	-4%	14%	-0.8%	-12%	0.7	-14%	i	-14%
COc1nc(C#N)c(N2CCOCC2)o1	2%	24%	5%	-0.3%	15%	0.2	-2%	i	-31%
O=C(NCc1ccc(F)c(F)c1)C1Cc2c(-c3ccc4c(c3)OCO4)ccnc2O1 (stereo not given)	·	-5%	18%	1.4%	·	0.0	-10%	i	?
CCCCn1nc(CC(=O)O)c2ccccc2c1=O	5%	-18%	4%	-0.6%	·	2.2	5%	i	0%
CCC(=O)Nc1nc(C)c(-c2csc(Nc3ccccn3)n2)s1	-2%	-16%	9%	-0.4%	?	-2.2	2%[11.3 µM]	i	?
CCNC(=O)CN(c1ccc(C)cc1)S(=O)(=O)c1ccccc1	5%	-9%	4%	-0.3%	1%	0.6	4%	i	3%
O=c1[nH]c2cc(NCCO)c([N+](=O)[O-])cc2[nH]1	-11%	5%	-3%	-0.1%	-3%	2.5	·	i	0%
O=C(NC1=NCCS1)c1cc(-c2cccs2)nc2ccccc12	-6%	-19%	28%	0.6%	-12%	-3.3	-16%	i	-9%
CCc1ccc(NC(=O)CSc2nnc(C)c(=O)n2N)cc1	0%	17%	1%	0.2%	-12%	-3.4	3%	i	30%
CN(Cc1ccccc1)C(=O)c1cccc(NC(=O)c2nsc3ccccc23)c1	18%	-24%	·	-1.6%	·	·	-10%	i	?
O=C(CCC(=O)Nc1ccc(Br)cc1)N/N=C/c1ccccc1O	-9%	-16%	6%	-0.6%	-8%	0.6	?	i	-2%
O=C(CSc1nncs1)NNC(=O)c1ccccc1Br	1%	2%	7%	3.5%	-3%	0.5	17%	i	11%

Single values from above:
Reading of O=C(NC1=NCCS1)c1cc(-c2cccs2)nc2ccccc12 under HepG2 viability: -19%
Reading of CCCCCCOc1ccc(OCC(O)CN2C(=O)NC(C)(C)C2=O)cc1 (stereo not given) under EPAC2 ag: -4%
